H9c2 protect – cardioprotection against H2O2-induced cell death, primary screen, uHTS, H9c2 cells, ATPLite luminescence. 360,000 compounds, 0.63% hits. H9c2 cardiomyocytes, H2O2 injury protection, 2 h. protection from H2O2 cell death, % at 20 µM;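 active means compounds giving at least 50% protection of heart cells from peroxide-induced death in the single-dose screen, raw or plate-pattern-corrected value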;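 further: 0% = DMSO wells with peroxide and 100% = DMSO wells without peroxide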
TRPM1 prom inh – inhibitors of MITF-dependent TRPM1 promoter reporter, primary screen, cell-based, SK-MEL-5, single point, luciferase | SK-MEL-5 TRPM1 promoter luciferase, 24 h | inhibition, % at 12.5 µM | 330,000 compounds, 0.83% hits | AID 488899, 2010;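 active means mean inhibition across replicates of 60% or more, whatever share of single replicates reaches that level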; further: values of inactives mirror those of a sister screen read the other way
NR2E3 ag-1 – inhibitors of NR2E3-RetCOR corepressor binding, primary screen, NR2E3 agonist project, biochemical, TR-FRET, GST-NR2E3, biotin-RetCOR; Photoreceptor-specific nuclear receptor (Homo sapiens), Q9Y5X4; 1536-well; inhibition of corepressor binding, % at 4.78 µM; 320,000 compounds, 0.12% hits; AID 2300, 2010;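 active means percent inhibition above the cutoff of mean plus 3 SD of all tested compounds, set per screening campaign, cut at about 20% in these data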;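 further: 0% = DMSO wells and 100% = biotin wells as full block of FRET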
Target sequence (Q9Y5X4 whole entry, looked up): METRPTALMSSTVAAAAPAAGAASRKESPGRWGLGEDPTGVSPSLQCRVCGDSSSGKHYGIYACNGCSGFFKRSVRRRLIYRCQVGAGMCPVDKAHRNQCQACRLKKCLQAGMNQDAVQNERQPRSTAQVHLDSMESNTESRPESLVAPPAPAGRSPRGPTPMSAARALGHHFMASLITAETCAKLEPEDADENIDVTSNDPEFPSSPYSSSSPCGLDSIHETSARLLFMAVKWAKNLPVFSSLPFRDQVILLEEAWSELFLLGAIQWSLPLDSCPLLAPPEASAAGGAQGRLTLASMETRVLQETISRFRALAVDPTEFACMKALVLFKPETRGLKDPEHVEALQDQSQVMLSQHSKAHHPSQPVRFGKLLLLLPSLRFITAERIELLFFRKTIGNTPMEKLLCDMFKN
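Material: NR2E3–RetCOR corepressor complex / Incubation: Compound–protein incubation for 5 h at 4 °C / Dosing: compound at 4.8 µM, single dose / Detection: time-resolved FRET / Benchmarks: high control biotin, low control 0.6% DMSO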
CaV13 FRET inh – Primary screen for inhibitors of IQ motif and Ca2+-dependent inactivation inhibitor domain binding in CACNA1D, Förster resonance energy transfer in living cells, …; HEK cells, CFP/YFP FRET ICDI-IQ, plate reader, 10 min; percent FRET-ratio fall versus neutral wells; 340,000 compounds, 0.098% hits; inhibition, % at 12.3 µM;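 active means mean replicate inhibition of at least 30% and at least 1% of replicates passing that level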;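 further: 0% = median of the neutral control wells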
NR2E3 ag-2 – NR2E3 agonists in two-hybrid cells, primary screen, cell-based, luminescence, CHO-S, Gal4-NCOR/VP16-NR2E3 | AID 602229, 2012 | inhibition of corepressor binding, % at 3.98 µM | 360,000 compounds, 0.35% hits | luciferase;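 active means inhibition above the mean of all tested compounds plus 3 SD, cut at about 70% in these data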;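 further: 0% = DMSO with NR2E3 transfected cells and 100% = cells lacking NR2E3 construct; higher means lower luciferase signal from less NR2E3 corepressor binding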
Peg3 prom inh – Peg3 promoter-driven luciferase inhibitors, primary screen, cell-based, HeLa, luciferase luminescence; HeLa PEG-Prom luciferase reporter, overnight; inhibition, % at 20 µM; 360,000 compounds, 1.7% hits; AID 588405, 2011;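 active means inhibition of at least 50% at 20 µM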
hiPSC survival – enhancers of single-cell hiPSC survival, primary screen, ATPlite luminescence | 100% = ROCK inhibitor wells, 0% = DMSO | 360,000 compounds, 0.044% hits | AID 602274, 2012 | survival enhancement, % at 20 µM; in the data active means survival enhancement above about 18%;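 further: cells exposed to compounds for 16 hours before the ATP read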
PDI inh – inhibitors of human PDI, primary screen, biochemical, turbidity, single point, plate reader. Protein disulfide-isomerase (Homo sapiens), P07237. PDI insulin aggregation turbidity, A650, 90 min. 350,000 compounds, 0.052% hits. inhibition, % at 10 µM;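 active means mean inhibition across replicates of 30% or more, whatever share of single replicates reach that level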;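 further: absorbance from insulin aggregation driven by PDI reduction with DTT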
Target sequence (P07237 whole entry, looked up): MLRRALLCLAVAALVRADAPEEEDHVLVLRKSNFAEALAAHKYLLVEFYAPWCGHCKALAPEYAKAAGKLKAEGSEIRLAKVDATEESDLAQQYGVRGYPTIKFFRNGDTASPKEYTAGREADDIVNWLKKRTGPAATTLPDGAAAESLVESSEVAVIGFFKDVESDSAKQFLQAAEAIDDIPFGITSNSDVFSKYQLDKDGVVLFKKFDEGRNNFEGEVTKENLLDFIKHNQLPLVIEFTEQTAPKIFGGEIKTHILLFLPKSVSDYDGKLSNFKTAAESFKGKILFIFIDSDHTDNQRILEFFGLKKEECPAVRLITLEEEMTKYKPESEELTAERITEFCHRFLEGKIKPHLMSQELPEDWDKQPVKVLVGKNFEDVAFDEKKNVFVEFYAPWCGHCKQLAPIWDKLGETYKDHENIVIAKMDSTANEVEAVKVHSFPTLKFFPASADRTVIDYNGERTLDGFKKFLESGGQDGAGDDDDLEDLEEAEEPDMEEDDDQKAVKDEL
Shn3 3UTR inh – reduction of Shn3 3'UTR firefly luciferase signal, primary screen, Schnurri-3 inhibitor project, cell-based, Clone20 osteoblasts, set 2. 360,000 compounds, 0.52% hits. Clone20 osteoblast Shn3 3'UTR firefly luciferase, 24 h. inhibition, % at 12.5 µM;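 active means mean inhibition of at least 75% with every replicate also reaching 75%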;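 further: 0% = median of neutral control wells and 100% = pilot-screen positive control compound; some compounds past the cut are filed as inactive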
m5-HT2A agonist – mouse Htr2a agonists via beta-arrestin recruitment, primary screen, cell-based, luminescence | 5-hydroxytryptamine receptor 2A (Mus musculus), P35363 | CHO-K1 mHTR2A beta-arrestin complementation; percent of 30 µM serotonin response | activation, % at 7.6 µM | 360,000 compounds, 0.66% hits | AID 624169, 2012;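 active means activation above a run cutoff, the mean activation of all tested compounds plus 3 SD, cut at about 14% in these data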;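 further: 0% = plate median of compound wells and 100% = 30 µM serotonin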
HIF-2a inh – HIF-2a reporter inhibitors, primary screen, luminescence, 786-0 RCC cells; 786-0 RCC cells HIF-2a reporter, luciferase luminescence, overnight; inhibition, % at 18.8 µM; 360,000 compounds, 0.72% hits;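 active means inhibition of the luminescence signal of 40% or more relative to plate controls, in a single-dose primary screen at 18.75 µM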
* = called active by the depositor; . = no result given. No enrichment for hits (roughly 3.9% active in at least one column).

SMILES	H9c2 protect	TRPM1 prom inh	NR2E3 ag-1	CaV13 FRET inh	NR2E3 ag-2	Peg3 prom inh	hiPSC survival	PDI inh	Shn3 3UTR inh	m5-HT2A agonist	HIF-2a inh
Cc1ccc(NC(=S)N2CCN(C(=O)c3ccccc3)CC2)c(C)c1	4.7	1.0	-1.2	-8.8	11.5	10.3	-2.8	2.9	-2.5	-0.5	9.6
Cc1ccc(S(=O)(=O)NN)c(C)c1N1CCCC1=O	-0.5	-3.0	6.9	-6.5	5.3	-1.2	-0.7	0.9	-16.3	1.0	17.7
O=C(NCc1ccccc1)c1ccc2c(=O)n(CC3CCCO3)c(=S)[nH]c2c1 (stereo not drawn)	6.2	-14.9	0.2	-8.8	-5.8	11.1	-1.5	-5.9	-0.8	0.4	20.2
O=C(CSCc1ccccc1)N=Nc1c(O)[nH]c2ccccc12	-2.3	-16.1	0.6	-17.0	8.0	-156.2	-0.7	4.1	-29.3	1.0	-171.6
CCOC(=O)C(NC(=O)CC)(Nc1ccc(S(=O)(=O)Nc2ncccn2)cc1)C(F)(F)F (stereo not drawn)	1.4	-3.6	3.3	-4.5	-8.5	-0.2	-4.0	14.3	-6.0	-1.6	-6.2
Cn1nnnc1SCc1ccc(C(=O)Nc2ccc(Br)cc2)cc1	-17.3	-28.6	1.2	.	-89.3	-286.1	-2.8	5.4	-53.2	-2.1	-211.9
O=C(NC(=S)Nc1ccc(Cl)cc1Cl)C1CC1	-6.8	-67.5	3.0	-4.1	-69.4	-318.8	1.7	-0.6	-84.4	2.2	-294.1
CC(C)c1ccc(OCC(=O)NC(Cc2c[nH]c3ccccc23)C(=O)O)cc1 (stereo not drawn)	-1.5	5.2	-0.5	20.4	16.0	3.8	0.1	1.1	-24.7	5.9	11.9
CC1Cc2ccccc2N1C(=O)c1ccc2nccnc2c1 (stereo not drawn)	3.7	14.7	.	.	-14.0	23.0	0.0	-3.2	12.0	2.9	22.6
O=[N+]([O-])c1cccc(S(=O)(=O)Nc2ccc(Cc3ccncc3)cc2)c1	-11.4	10.8	0.1	-1.1	-16.2	2.0	2.4	-1.7	22.1	-3.7	-2.3
CC1(C(=O)NS(=O)(=O)c2cccc(F)c2)CCN1C(=O)C1(c2ccc(Cl)cc2)CCC1 (stereo not drawn)	5.6	.	.	-5.6	-1.4	7.0	4.5	-1.0	-1.7	-1.8	9.6
COc1ccc(C(=O)NC(=S)Nc2ccccc2N2CCCCC2)cc1[N+](=O)[O-]	-8.5	6.1	-3.4	-5.0	-6.7	31.6	-0.4	0.3	4.4	-3.2	-11.8
COC(=O)C(CCSC)NC(=O)/C=C/c1ccc(OC)cc1 (stereo not drawn)	7.1	-4.7	0.5	2.2	0.1	-9.6	-1.1	-5.3	-22.9	4.2	1.5
C=CCn1c2ccccc2c2nnc(SCCN3CCOCC3)nc21	3.6	2.6	-1.9	-4.4	-0.2	9.8	0.0	5.7	0.8	0.9	9.9
COc1ccc(C(=O)N(C)Cc2ccc(OC)c(OC)c2OC)cc1S(=O)(=O)N1CCOCC1	6.2	-0.6	.	-5.2	-9.3	-0.5	1.0	-10.1	-4.4	1.2	13.1
CC(=O)c1ccc(NC(=O)c2noc3c2CCCCC3)cc1	14.9	-84.3	-3.3	-4.1	-134.1	-188.9	0.8	1.7	-74.8	6.2	-181.6
COc1ccc(C(=O)N(C)C2CCCCC2)cc1OC1CCN(C(C)C)CC1	-2.4	-2.9	-2.8	.	-4.5	-21.8	-0.3	10.3	-13.8	2.2	6.8
COc1ccc(OC)c(/C=N/NC(=O)C(=O)N2CCCCCC2)c1	-0.7	17.3	2.4	-8.8	-10.5	0.0	-0.1	15.4	13.8	2.8	21.3
O=C(O)c1ccccc1NC(c1ccccc1)c1ccc(Cl)cc1 (stereo not drawn)	-6.2	13.8	1.2	-3.3	-40.3	-1.8	0.1	-51.6	-2.6	7.0	17.2
Cc1cc(-c2nnc(SCCC(=O)Nc3ccccc3)o2)no1	-12.4	18.4	.	.	4.7	0.3	0.3	0.3	66.2	-3.7	12.0
O=C(CSc1cccc(C(F)(F)F)c1)Nc1nnc(C2CC2)s1	-1.6	.	.	-4.6	18.1	-5.6	-0.4	-3.4	-40.6	-0.7	7.6
Cc1ccc(NC(=O)c2ccc(Cl)nc2)cc1	-13.7	-21.3	0.2	-0.6	-48.0	-101.9	0.5	0.7	-23.9	5.0	-156.4
CC(C)(C)[C@H]1C=C(C(=O)NCc2nc3ccccc3[nH]2)O[C@@H](OCCCCO)C1	-1.7	-1.2	5.4	-11.4	-10.0	-7.7	-0.8	-7.3	15.3	-6.6	0.2
O=C(NCc1cccnc1)Nc1ccc(Cl)cc1Cl	5.0	-10.0	-1.8	-3.7	1.7	-11.4	0.1	-2.5	-1.5	-7.1	-47.5

Some of these compounds in order of the HIF-2a inh value, rising:
SMILES,HIF-2a inh
COc1ccc(C(=O)N(C)C2CCCCC2)cc1OC1CCN(C(C)C)CC1,6.8
O=C(O)c1ccccc1NC(c1ccccc1)c1ccc(Cl)cc1 (stereo not drawn),17.2
Cc1ccc(S(=O)(=O)NN)c(C)c1N1CCCC1=O,17.7

(next part)
SMILES	H9c2 protect	TRPM1 prom inh	NR2E3 ag-1	CaV13 FRET inh	NR2E3 ag-2	Peg3 prom inh	hiPSC survival	PDI inh	Shn3 3UTR inh	m5-HT2A agonist	HIF-2a inh
COc1ccccc1-c1cnc(C(O)c2ccc(C)cc2)[nH]1 (stereo not drawn)	-11.1	.	.	-7.2	-91.1	-108.9	-1.0	-4.2	-12.6	-1.9	-148.5
ON1C2CCCCC2N(O)C1c1ccccc1C(F)(F)F (stereo not drawn)	3.4	16.7	-1.2	.	-24.7	7.0	-0.7	-20.9	6.5	7.1	7.5
COc1cccc(C(=O)N2CCN(C(=O)C3COc4ccccc4O3)CC2)c1 (stereo not drawn)	5.3	-10.1	-3.7	-6.9	-8.2	-10.5	-0.1	5.8	-11.9	-1.4	0.2
CCOCCCNC(=O)C1CCCN(S(=O)(=O)c2cccc3nsnc23)C1 (stereo not drawn)	2.2	-1.9	-1.8	-5.3	11.0	24.0	0.1	-4.4	-9.0	0.6	5.1
COc1ccc(Cl)cc1NC(=O)c1nnn(CC(=O)Nc2cc(C)cc(C)c2)c1N	-0.8	-3.5	2.7	-15.1	-9.6	-4.1	-0.3	-1.2	-2.7	1.9	7.3
CC(C)CO/C(=N/S(=O)(=O)c1ccccc1)c1ccccc1	-0.6	-1.9	-1.2	-3.6	-23.9	-15.2	3.8	-4.5	-9.5	-1.2	3.0
CN(CC1CCCN(CCc2ccc(Cl)cc2)C1)C(=O)CC(F)(F)F (stereo not drawn)	6.3	5.0	3.6	-2.5	-23.8	-4.1	-0.5	3.8	6.0	-4.5	8.9
CCOc1ccc2nc(N3CCCC(C(=O)NCCCN4C(C)CCCC4C)C3)sc2c1 (stereo not drawn)	1.1	-22.2	1.6	-6.9	-37.4	-132.6	-0.5	5.2	-34.1	-0.7	-140.8
Cc1cccc(C)c1NC(=O)CNC(=O)C(C)N(C)CC(=O)Nc1ccc(F)cc1 (stereo not drawn)	3.3	0.6	.	.	8.8	-2.7	-0.1	0.2	3.9	4.8	1.4
Cc1ccc(S(=O)(=O)N2CCC(C(=O)NNC(=O)c3ccccc3O)CC2)cc1C	11.5	28.8	-4.4	-14.8	10.2	16.0	1.0	-3.3	28.5	5.3	14.2
CCc1ccc(-c2cc(C(=O)N/N=C/c3ccccn3)[nH]n2)cc1	14.9	-24.0	0.2	1.4	-92.3	-29.2	-1.0	-2.6	-8.5	-1.9	-71.0
O=C(CSc1ncc(-c2ccc(F)cc2)n1Cc1ccco1)Nc1ccc2c(c1)OCO2	-35.7	-70.2	0.4	.	-85.4	-176.7	0.2	6.1	-5.4	-5.2	-238.4
COc1cc(C2C(C(=O)/C=C/c3ccccc3)=C(O)C(=O)N2c2ccccn2)ccc1O (stereo not drawn)	21.5	6.0	-3.4	-5.8	-40.3	-32.6	-0.7	7.3	-12.5	-1.0	-121.4
CCN(CC)CCN1c2ccccc2Sc2ccccc21	3.1	-9.6	0.6	.	-7.0	-7.4	-0.6	-2.5	17.9	-15.5	15.5
CC(=O)Oc1cccc(N2C(=O)C3CC=CCC3C2=O)c1 (stereo not drawn)	-6.2	-2.3	2.1	-4.6	-29.9	-8.4	-0.2	1.4	-10.0	3.2	-0.3
CN1C(=O)C2(OCC(CO)([N+](=O)[O-])CO2)c2ccccc21 (stereo not drawn)	0.3	.	2.3	-4.5	-33.0	-32.2	1.5	10.7	-11.1	-0.5	-41.6
O=C(O)C1CCN(c2ccc(Cl)nn2)CC1	4.2	8.1	-0.8	-0.2	28.3	7.8	1.7	-3.3	-5.6	-0.7	15.4
Cc1ccc(-n2c(C)cc(/C=N\NC(=O)CC(=O)NC(C)C)c2C)cc1	-4.7	4.2	-2.6	-15.1	-23.3	-1.8	0.5	-8.1	0.8	-0.3	-5.8
Cc1cc(C(=O)Nc2ccccc2C(=O)O)ccc1NC(=O)COc1cccc(C)c1C	4.1	5.0	0.4	-3.6	-17.8	-11.9	-0.3	-0.9	10.1	11.4	4.0
CCOc1cccc(CN2CCCC(C(=O)c3cccc(C(F)(F)F)c3)C2)c1O (stereo not drawn)	-4.4	6.7	2.8	-1.7	-12.7	4.6	2.4	0.6	-0.8	-0.9	14.7
COc1ccc(NC(=O)CSCC(=O)NCc2cccc(C(F)(F)F)c2)cc1	-6.9	2.9	0.9	-6.2	-1.7	15.2	-0.3	-5.5	1.2	1.3	3.7
O=C(c1cnn2c(C(F)F)cc(-c3ccccc3)nc12)N1CCN(Cc2ccc3c(c2)OCO3)CC1	18.0	-21.4	-0.6	-6.2	-32.7	25.7	-0.3	-7.0	-1.5	-7.1	13.5
CCN1CCN(C(c2cccnc2)c2cc(Cl)c3cccnc3c2O)CC1 (stereo not drawn)	64.0*	-9.3	1.6	-5.4	-11.6	12.4	-1.4	-1.2	68.5	-14.9	22.4
c1cncc(-c2cnc3ccccc3c2)c1	-2.3	-66.0	0.0	-3.9	-21.8	-111.2	-0.5	-2.1	-23.5	12.2	-122.1
Cc1ccc(CSc2nc3c(c(N(C)C)n2)CCCC3)cc1	-24.2	-3.9	3.5	.	-3.0	22.7	-0.2	12.7	12.8	-2.4	11.0
CCn1c(SCC(=O)Nc2ccccc2C(=O)OC)nnc1-c1ccc(N)cc1	2.5	0.1	-2.6	-5.0	10.4	15.9	-0.5	7.7	22.7	-0.4	4.2

High-throughput results as filed in PubChem BioAssay.
